PLK1 inh = PLK1 (human) kinase inhibition. inhibition, % at 10 µM. recombinant PLK1 kinase, TR-FRET peptide phosphorylation. 97,000 tested, 0.53% active. AID 619. P53350;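 active = inhibition of 50% or more in the single-concentration screen; inactive = inhibition below 50%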;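 note: 0% = DMSO max control and 100% = H-89 dihydrochloride min control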
EphB4 antag = blocks human EphB4 binding to ephrin-B2 | P54760 | EphB4 LBD / TNYL-RAW-Alexa532 peptide, fluorescence polarization | inhibition, % at 7 µM | 97,000 tested, 0.15% active;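 active = inhibition above the screen-wide mean inhibition plus 3 SD, cut at about 15% in these data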;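 note: 0% = DMSO wells and 100% = excess unlabeled TNYL-RAW peptide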
Target sequence (P54760 whole entry, looked up, the tested form may be a part): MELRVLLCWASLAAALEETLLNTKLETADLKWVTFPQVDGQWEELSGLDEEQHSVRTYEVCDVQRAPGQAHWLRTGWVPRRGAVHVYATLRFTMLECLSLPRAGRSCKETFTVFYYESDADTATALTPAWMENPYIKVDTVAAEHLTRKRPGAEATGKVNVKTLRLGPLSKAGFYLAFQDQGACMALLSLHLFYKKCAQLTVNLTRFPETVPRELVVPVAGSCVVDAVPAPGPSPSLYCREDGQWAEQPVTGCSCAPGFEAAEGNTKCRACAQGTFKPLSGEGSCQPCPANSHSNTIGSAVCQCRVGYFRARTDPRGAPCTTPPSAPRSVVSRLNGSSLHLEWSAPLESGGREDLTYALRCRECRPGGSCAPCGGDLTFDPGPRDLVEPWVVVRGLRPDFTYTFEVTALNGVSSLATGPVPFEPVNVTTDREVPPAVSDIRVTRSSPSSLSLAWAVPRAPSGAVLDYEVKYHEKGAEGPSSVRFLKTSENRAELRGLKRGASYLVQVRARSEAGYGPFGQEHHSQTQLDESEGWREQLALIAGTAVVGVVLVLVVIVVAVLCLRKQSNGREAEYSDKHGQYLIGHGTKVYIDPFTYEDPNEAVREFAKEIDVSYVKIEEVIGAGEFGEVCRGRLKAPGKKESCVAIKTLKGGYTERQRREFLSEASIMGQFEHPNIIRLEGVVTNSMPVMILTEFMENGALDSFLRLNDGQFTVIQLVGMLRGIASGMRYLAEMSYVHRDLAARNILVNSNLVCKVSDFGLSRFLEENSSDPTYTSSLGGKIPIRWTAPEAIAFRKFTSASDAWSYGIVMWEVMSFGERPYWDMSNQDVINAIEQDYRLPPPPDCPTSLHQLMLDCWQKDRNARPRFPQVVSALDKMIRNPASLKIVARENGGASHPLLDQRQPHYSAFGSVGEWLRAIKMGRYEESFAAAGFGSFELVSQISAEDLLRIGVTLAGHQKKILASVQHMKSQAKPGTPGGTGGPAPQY
F-actin modifier = cytoskeleton assembly modification. HUVEC TNFa F-actin phalloidin imaging, high content. inhibition, % at 2 µM. AID 836. 91,000 tested, 0.18% active;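 active = inhibition above the batch mean plus 3 SD and confirmed as a hit by visual image inspection, cut at about 30% in these data, passing the limit was not always enough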; note: strong numbers were not always called active
Pyk2 oligo antag = blocks oligomerization of human Pyk2 in cells | 99,000 tested, 0.83% active | Q14289 | z-score (the deposit names both 25 µM and 10 µM) | Q293 cells, Pyk2 FERM NanoBiT luminescence; active compounds read low | AID 1347419;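 active = Z-score of -3 or lower, scaled per plate to the spread of control and sample wells; inactive = z-score above -3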;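 note: negative z-score means lost luminescence so less FERM oligomerization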
PTPN22 act = LYP (human) phosphatase activation. Q9Y2R2. activation, % at 2 µM. 96,000 tested, 0.11% active. recombinant LYP, DiFMUP fluorescence; 0 = plate median, 100 = signal doubled. AID 697;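 active = activation at 2 µM above a set limit, the mean plus 5 SD, cut at about 37% in these data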
LYP inh 2 = LYP (human) phosphatase inhibition; Q9Y2R2; recombinant LYP catalytic domain, DiFMUP fluorescence; inhibition, % at 2 µM; 96,000 tested, 0.21% active;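 active = inhibition at 2 µM at or above a set limit, the screen mean plus 3 SD, cut at about 24% in these data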;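 note: 0% = DMSO with enzyme and 100% = enzyme fully blocked by orthovanadate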
HIV Rev-RRE inh = HIV Rev-RRE protein-RNA interaction inhibition. P05866. Rev peptide-RRE RNA binding, FRET. inhibition, % at 8 µM. 97,000 tested, 0.79% active;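 active = inhibition above the screen-wide mean plus 3 SD, cut at about 35% in these data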;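 note: 0% = median DMSO wells and 100% = median Neomycin B control wells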
Target sequence (P05866 whole entry, looked up): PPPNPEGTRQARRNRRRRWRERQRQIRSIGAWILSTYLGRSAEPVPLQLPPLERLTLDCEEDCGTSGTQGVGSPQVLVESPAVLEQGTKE
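Test system: Cy5-tagged RRE RNA duplex with fluorescein-tagged Rev peptide; Probe or stimulus: labelled Rev peptide; Schedule: 5 min preincubation and 15 min binding, 25 °C; Signal: FRET fluorescence readout; Evaluation: % inhibition from 671/540 nm acceptor-to-donor ratio, scaled between controls; Control set: DMSO and neomycin B.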
FAK inh = FAK (human) kinase inhibition | inhibition, %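 (tested at 7 µM)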 | biochemical FAK kinase activity assay | AID 727 | Q05397 | 97,000 tested, 0.84% active; in the data active = inhibition above about 19%;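 note: 0% = DMSO and 100% = reference compound high control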
PLK1 PBD inh = Plk1 (human) PBD binding inhibition; inhibition, %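 (tested at about 20 µM)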; 97,000 tested, 0.13% active; P53350; Plk1 PBD phosphopeptide binding, fluorescence polarization; in the data active = inhibition above about 34%, passing the limit was not always enough
The depositor's hits bear a star; · = no result given.

SMILES	PLK1 inh	EphB4 antag	F-actin modifier	Pyk2 oligo antag	PTPN22 act	LYP inh 2	HIV Rev-RRE inh	FAK inh	PLK1 PBD inh
COc1ccc(OC)c(NC(=O)CSc2nnc(CNc3ccc(F)cc3)o2)c1	1	-5	-49	0.03	2	-2	5	3	2
O=C(NCc1ccco1)c1ccc(Cl)c(S(=O)(=O)N2CCOCC2)c1	-14	2	12	0.22	-9	9	7	-2	-20
COc1ccc(-c2nn(-c3ccccc3)cc2/C=N/NC(=O)c2ccc3c(c2)OCO3)cc1	-5	3	14	·	3	0	2	-4	-23
CC(=O)Nc1ccc(NS(=O)(=O)c2ccc3ccccc3c2)cc1	-1	-3	4	-0.44	5	-8	2	3	-10
Clc1ccc(Cc2ccc(SCc3ccccc3)nn2)c(Cl)c1	-10	3	12	-0.75	6	-3	20	1	-23
Cc1cccc(NC(=O)CCCCCN2C(=O)c3ccccc3C2=O)n1	-8	6	-11	0.96	0	-3	-1	0	3
COc1ccc(NC(=O)C2CCN(C(=O)c3ccccc3)CC2)c(OC)c1	-2	-3	15	1.2	8	-10	-4	-5	23
CC1(C)CC(=O)c2c(Cc3ccccc3)n[nH]c2C1	-11	4	0	-0.91	-11	9	6	6	-2
CC(C)Nc1cc(N2CCCC2)ccc1[N+](=O)[O-]	-1	-6	2	-3*	-1	3	2	-5	-16
CCOC(=O)C1=C(CSc2nc(C)ccc2C#N)OC(N)=C(C#N)C1c1cccc(OC)c1OC (stereo not given)	-5	-4	13	-0.72	-1	0	16	-1	15
O=C(NC1CCCC1)C1CCC(=O)N1CCc1ccccc1 (stereo not given)	3	-3	-1	0.11	-10	11	2	-1	-1
CC(Oc1ccccc1)c1ccnc2nc(/N=C/N(C)C)nn12 (stereo not given)	-5	-3	7	0.63	6	-2	1	0	-14
COc1ccc(-c2cc(C(=O)N3CCCc4ccccc43)no2)cc1	-5	-4	19	-1.5	-2	2	16	2	0
CCCCCNC(=O)CCCCn1c(=O)[nH]c2cc(OCC)c(OCC)cc2c1=O	-6	-5	-2	0.82	8	-9	3	-1	-9
O=C(COc1cccc2ccccc12)Nc1nc2ccccc2[nH]1	-10	-3	12	1.8	-6	7	11	1	12
CC(=O)c1ccc(NC(=O)c2cccs2)cc1	-8	-3	19	0.72	-2	4	-1	0	-17
O=C(c1ccccc1)N1CCN(Cc2c[nH]c3ccccc23)CC1	5	7	·	-0.35	-3	2	4	-1	5
Cc1ccc(N2C(=O)C3C4C=CC(C4)C3C2=O)cc1 (stereo not given)	-11	4	20	-0.79	2	-2	10	3	4
CCCc1cc(=O)[nH]c(SCc2cccnc2)n1	-10	2	-12	0.06	-9	9	4	-1	21
CC(C)OC(=O)C1C(=O)CC(C)(O)C(C(=O)OC(C)C)C1c1cccnc1 (stereo not given)	-13	-6	-8	-0.21	6	-6	0	-2	-3
CCN(CC)c1ccc(/C=N/Nc2nc(C)cc(=O)[nH]2)cc1	-10	2	-2	0.06	-16	15	15	4	5
CC(Sc1nc2ccccc2s1)C(=O)Nc1nnc(C(C)C)s1 (stereo not given)	-24	-7	-1	·	2	-2	12	1	14
Cn1nnc(NC(=O)c2ccc(C(C)(C)C)cc2)n1	-8	-6	-15	0.38	1	-2	0	1	-15
Cc1ccc(O)c(C(=O)c2cc(C#N)c(=O)n(-c3c(C)n(C)n(-c4ccccc4)c3=O)c2)c1	-4	2	23	2	8	-6	79*	1	-133
COc1ccc(N/C=C\C(=O)c2ccc3c(c2)OCO3)cc1	2	10	-8	-1	0	-1	7	-2	-27
Further records.
SMILES	PLK1 inh	EphB4 antag	F-actin modifier	Pyk2 oligo antag	PTPN22 act	LYP inh 2	HIV Rev-RRE inh	FAK inh	PLK1 PBD inh
COc1ccc(NCc2ccc(OC)c(OC)c2)cc1	-3	-3	21	·	5	-8	0	2	-6
CCOC(=O)c1ccccc1NS(=O)(=O)c1ccc(OCC)cc1	-9	-3	-17	-2.5	-4	4	17	2	-11
CCCCN(CC)CCCNC(=O)CC1Oc2ccccc2NC1=O (stereo not given)	4	-3	-10	0.11	6	-6	3	-2	18
CC(=O)Nc1ccc(S(=O)(=O)Nc2c(C)nn(-c3ccccc3)c2C)cc1	-20	-1	17	0.69	5	0	3	-1	7
CC(C)C(=O)c1cc2c(cc1NC(=O)Nc1cccc3ccccc13)OCCO2	-32	-2	-7	·	-2	4	16	1	9
CSc1ccc(CNc2ccccn2)cc1	-11	-1	0	0.18	-6	4	2	0	-9
COc1ccc2c(c1)C(c1ccccc1)=NNC(c1ccco1)=N2	-2	-5	-2	0.56	-1	4	12	3	-21
O=C(NCC(=O)N(c1ccc2c(c1)OCO2)C(C(=O)NC1CCCC1)c1cccs1)c1ccco1 (stereo not given)	-5	7	0	-0.58	-1	0	1	3	-5
O=C(Nc1ccc2c(c1)nc1n2CCOC1)c1ccccc1	-13	0	24	-0.41	-6	6	7	-2	11
Cc1ccc(Nc2nc(Oc3ccc(=O)[nH]n3)nc(N(C)C)n2)cc1	-7	1	6	-0.12	-10	12	-1	0	-14
Nc1nc(-c2ccco2)nn1C(=O)c1ccc(Cl)cc1	-5	7	-12	0.71	6	-5	8	0	-48
CC(=O)c1cccc(NC(=O)c2cc(-n3cnnc3)ccc2Cl)c1	-12	5	-5	0.28	3	-4	9	3	-12
Cn1c(=O)n(C)c2cc(C(=O)O)ccc21	-10	1	-7	-0.17	-14	14	4	2	17
CCCc1nc(SCc2ccccn2)c2c(=O)n(C)c(=O)n(C)c2n1	-19	0	0	·	1	-1	10	-5	22
CC1CCc2c(sc3ncnc(N4CCN(S(=O)(=O)c5cccc6nonc56)CC4)c23)C1 (stereo not given)	-8	-5	0	·	-6	6	4	-1	11
Cc1noc(C)c1COC(=O)CCCOc1ccc(Cl)cc1Cl	-12	-5	-20	1.6	2	-2	18	1	17
COC(=O)Nc1nn(Cc2ccccc2F)cc1Br	-23	3	4	2.6	-2	6	9	4	-1
O=C1CCC(C(=O)Nc2ccccc2)N1 (stereo not given)	-10	-4	2	0.73	2	-2	3	1	-17
O=C1CC(c2ccc(Cl)c(Cl)c2)CC(O)=C1C=NCCN1CCNCC1 (stereo not given)	5	1	-18	·	9	-12	8	-1	-26
CC(=O)c1cccc(NC(=O)N2CCCC2C(=O)Nc2c(C)cccc2C)c1 (stereo not given)	-17	13	-14	3.3	-3	4	6	6	18
CN(CC(=O)Nc1sccc1C#N)C1CCCCC1	10	-3	-18	-0.86	-7	4	13	12	19
Cc1ccccc1NC(=O)C1C2CCC(O2)C1C(=O)O (stereo not given)	-15	1	10	1.2	5	-6	5	0	16
O=C(Nc1nnc(CC2=CCCCC2)s1)c1cccs1	-12	1	-4	-1.2	12	-13	8	-3	-8
Oc1ccc(CNCC2COc3ccccc3O2)cc1 (stereo not given)	-10	1	15	-0.88	-11	16	6	2	-42
CCC(=O)Oc1ccc(C(=O)Nc2cccc(C(=O)c3ccccc3)c2)cc1	-14	1	11	-1.7	-7	9	12	2	3

Sorted by molecular weight (ascending): 4 of the compounds above.
SMILES	PLK1 inh	EphB4 antag	F-actin modifier	Pyk2 oligo antag	PTPN22 act	LYP inh 2	HIV Rev-RRE inh	FAK inh	PLK1 PBD inh
CC(=O)c1ccc(NC(=O)c2cccs2)cc1	-8	-3	19	0.72	-2	4	-1	0	-17
CCCc1cc(=O)[nH]c(SCc2cccnc2)n1	-10	2	-12	0.06	-9	9	4	-1	21
Cc1noc(C)c1COC(=O)CCCOc1ccc(Cl)cc1Cl	-12	-5	-20	1.6	2	-2	18	1	17
O=C1CC(c2ccc(Cl)c(Cl)c2)CC(O)=C1C=NCCN1CCNCC1 (stereo not given)	5	1	-18	·	9	-12	8	-1	-26

The listing continues:
SMILES	PLK1 inh	EphB4 antag	F-actin modifier	Pyk2 oligo antag	PTPN22 act	LYP inh 2	HIV Rev-RRE inh	FAK inh	PLK1 PBD inh
Nn1c(SCC(=O)Nc2ccc(F)cc2)nnc1C1CCCCC1	-3	-8	-18	0.29	12	-10	0	2	-14
COc1ccc(CCNC(=O)c2cc(-c3cc(C)c(C)cc3O)n[nH]2)cc1OC	-8	3	0	-1.9	-2	0	0	-3	3
O=C(COC(=O)c1ccc2c(c1)OCO2)NCc1ccc(Cl)cc1	-8	-5	4	1.5	-2	2	0	-3	12
CC(=O)Nc1ccc(NC(=O)C(C)OC(=O)c2ccc(OCc3c(C)noc3C)cc2)cc1 (stereo not given)	-15	-4	-6	-0.08	-2	3	2	2	41
O=C(c1ccc(Cl)c(S(=O)(=O)NCc2ccccc2)c1)N1CCN(c2ccccn2)CC1	-9	-5	-5	-0.96	2	-6	7	2	-22
CC(=O)Nc1nc2cc3c(cc2s1)OCO3	-2	-5	3	·	0	-2	-3	-8	-10
C=CCn1c(COc2ccc(Cl)cc2)nnc1SCC(=O)N/N=C/c1cccc(O)c1	-9	4	66*	-0.76	-3	7	2	-1	-15
CNC(=O)CN1C(=O)c2cccc3cccc1c23	-4	10	-4	-0.02	-4	6	8	1	2
COc1ccc(C(=O)Nn2cnnc2)c(OC)c1	-12	2	-13	0	4	-3	6	-3	-9
O=C(NCc1ccc(F)cc1)c1cc(-c2cccs2)on1	-6	-13	6	-1	6	-9	3	5	-3
O=C(NCCOc1ccccc1Cl)c1cc(F)c(F)cc1Cl	-11	6	16	0.62	4	0	7	2	6
COc1ccc(-c2nn(-c3ccccc3)cc2/C=N/N2C(=O)CSC2=S)cc1	-7	3	-8	-0.86	-6	7	7	-1	6
Clc1ccc(C2=Nn3c(nnc3-c3cc(-c4ccccc4)n[nH]3)SC2)cc1	-12	2	19	-1.2	-24	28*	1	-3	-6
CCOc1ccccc1NC(=O)c1cccc(NC(=O)c2ccco2)c1	-15	-1	8	-0.58	-1	3	10	-1	6
Cc1nc(NC(=O)c2ccccc2)sc1-c1csc(Nc2ccc(Cl)cc2)n1	-12	-5	-17	·	0	3	3	-2	8
CCOC(=O)CS(=O)(=O)c1ccccc1	-7	1	-6	-0.34	2	-4	7	-4	-26
Cc1cc(C)n(-c2nc(N(C)C)nc(N3CCOCC3)n2)n1	-3	-3	5	0.53	7	-8	3	2	-15
Cc1cc(NC(=O)COC(=O)CCCOc2ccc(Cl)cc2C)no1	-8	3	-3	1.3	1	-3	12	8	-16
COC(=O)c1cc(NC(=O)N2c3ccccc3Sc3ccccc32)cc(C(=O)OC)c1	-10	3	0	-0.51	-6	9	-7	6	1
Cc1cccn2c(=O)c3cc(C(=O)NCCc4ccccc4)c(=N)n(CCCn4ccnc4)c3nc12	-5	7	-3	-0.35	11	-6	5	-3	10
CCN(C(=O)COc1cc(=O)n(C)c2ccccc12)c1cccc(Cl)c1	-13	0	1	-1.5	-20	20	3	-3	-15
N#Cc1c(/N=C/c2cccs2)sc2c1CCC2	4	0	17	0.57	-2	0	10	-1	27
CCNc1nnc(-c2ccncc2)s1	8	-1	-15	2.8	3	-7	2	1	-32
Cc1ccc(C(=O)O)cc1S(=O)(=O)N1CCOCC1	0	-1	-2	0.41	1	-6	4	1	3
O=S(=O)(c1ccccc1)n1ccc2cccnc21	-9	8	19	-0.59	0	3	6	6	-29
COc1cc(OC)cc(-n2nnnc2SCC(=O)N2CCCC2)c1	-11	2	-6	0.25	-2	0	11	3	2
Cc1ccc(-c2nn(C)c(=O)c3ccccc23)cc1S(=O)(=O)NCCO	-1	-4	21	2.6	2	-7	-4	-3	12

Looked up one by one from above, 4 records:
SMILES	PLK1 inh	EphB4 antag	F-actin modifier	Pyk2 oligo antag	PTPN22 act	LYP inh 2	HIV Rev-RRE inh	FAK inh	PLK1 PBD inh
O=C(NCC(=O)N(c1ccc2c(c1)OCO2)C(C(=O)NC1CCCC1)c1cccs1)c1ccco1 (stereo not given)	-5	7	0	-0.58	-1	0	1	3	-5
Nn1c(SCC(=O)Nc2ccc(F)cc2)nnc1C1CCCCC1	-3	-8	-18	0.29	12	-10	0	2	-14
CC(Sc1nc2ccccc2s1)C(=O)Nc1nnc(C(C)C)s1 (stereo not given)	-24	-7	-1	·	2	-2	12	1	14
Cc1noc(C)c1COC(=O)CCCOc1ccc(Cl)cc1Cl	-12	-5	-20	1.6	2	-2	18	1	17

Assay outcomes from PubChem.
